M. tuberculosis HTS – M. tuberculosis growth inhibition, HTS (AID 449762); inhibition, % at 25 µM; hits with a dose series show IC50 in µM; M. tuberculosis H37Rv growth inhibition, 7H9 media; higher % means a stronger effect; 0.59% of 330,000 active; in the data active means a potency from the dose series; inconclusive means inhibition above about 70% without an active follow-up result;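 further: bacterial growth assessed after seven days of incubation; strong numbers were not always called active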
influenza NS1A – H1N1 influenza NS1A inhibitors, functional cell based assay (AID 504329); inhibition, % at 12.5 µM; hits with a dose series show IC50 in µM; NS1A functional cell-based assay, percent inhibition; higher % means a stronger effect; 0.3% of 340,000 active; in the data active means a potency from the dose series; inconclusive means inhibition above about 27% without an active follow-up result; further: strong numbers were not always called active
VEEV TC-83 Vero – inhibitors of VEEV TC-83 cytopathic effect, confirmation, Vero cells (AID 588727); Vero cells, VEEV TC-83 cytopathic effect inhibition; higher % means a stronger effect; 0.13% of 350,000 active; one-dose inhibition, % at 20 µM; IC50 in µM for titrated hits; in the data active means a potency from the dose series; inconclusive means inhibition mostly from about 14% at the one dose, without a potency; inactive means the rest, 99 in 100 with inhibition below about 12%; further: strong numbers were not always called active
tuberculosis growth – growth inhibition of non-replicating M. tuberculosis (AID 488890); inhibition, % at 25 µM, or IC50 in µM where a hit was titrated; 0.39% of 320,000 active; Mycobacterium tuberculosis non-replicating, growth inhibition; higher % means a stronger effect; in the data active means a potency from the dose series; inconclusive means inhibition mostly from about 82% at the one dose, without a potency; inactive means the rest, 99 in 100 with inhibition below about 76%;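 further: plate controls were DMSO cells for no effect and high antibiotic wells for full effect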
PhoP GFP inhibition – PhoP regulon inhibitors, Salmonella typhi PhoP promoter GFP reporter, confirmatory (AID 1850). Salmonella Typhi PhoP-promoter GFP reporter, fluorescence, 4 h; higher % means a stronger effect. one-dose inhibition, % at 50 µM; IC50 in µM for titrated hits. 0.33% of 310,000 active; in the data active means a potency from the dose series; inconclusive means inhibition mostly from about 25% at the one dose, without a potency; inactive means the rest, 99 in 100 with inhibition below about 19%;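 further: 0% = induced wells with vehicle and 100% = uninduced wells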
VEEV TC-83 Vero 10K pilot screen – recorded beside VEEV TC-83 Vero, whose call it bears; inhibition, %; measured here: 10K pilot screen inhibition
* hit, by the source's call; i = inactive; u = inconclusive; x = no result given.

SMILES | M. tuberculosis HTS | influenza NS1A | VEEV TC-83 Vero | tuberculosis growth | PhoP GFP inhibition | others
CC1=C(C(=O)OCCOc2ccccc2)C(c2coc3ccccc3c2=O)C2=C(CCCC2=O)N1 (configuration not stated) | 1.9% | -7.2% | 2.0% | 4.3% | 1.6%
CCCN(CC(=O)Nc1ccccc1C)C(=O)/C=C/c1ccc(S(=O)(=O)N2CCCCCC2)cc1 | -0.7% | -3.1% | 6.2% | 6.5% | -0.9%
COc1ccc(S(=O)(=O)Nc2ccccc2C(=O)NCc2ccco2)cc1 | -1.9% | 4.0% | 1.1% | 10.2% | 3.7% | VEEV TC-83 Vero 10K pilot screen=1.4
CC(NC(=O)CSC(=S)N(C)C)C12CC3CC(CC(C3)C1)C2 (configuration not stated) | x | -5.5% | 0.9% | x | x
O=S1(=O)CCC(N=Nc2c(O)n(Cc3ccccc3)c3ccccc23)C1 (configuration not stated) | -2.8% | 6.1% | i | 31.4% | 5.2%
CC(C)N1C(=O)C(=O)N(CC(=O)N2CCc3ccccc32)C1=O | 2.2% | 2.0% | 0.8% | -17.6% | x
OCC(C#CCN1CCCCC1)NCc1ccccc1 (configuration not stated) | -4.7% | -0.3% | 0.2% | -0.3% | -6.0%
CC(=O)OC(C(=O)NC1CCCCC1)c1ccccc1Cl (configuration not stated) | -3.6% | 3.9% | 0.7% | -5.8% | 4.2%
S=C(NCC1CCCO1)c1ccc(Br)cc1 (configuration not stated) | -3.1% | -3.5% | 0.6% | 59.3% | 2.8%
O=C(Nc1ccc(Br)cc1)c1cc(-c2ccc3c(c2)OCO3)on1 | 8.3% | 5.6% | 0.1% | 15.6% | -5.9%
CCC(C)c1ccc(NC(=O)C2CC3CCC2C3)cc1 (configuration not stated) | 65.0% | -2.3% | 3.2% | 53.5% | -18.3%
Cc1[nH]c2ccc(F)cc2c(=O)c1SC(F)(F)C(F)C(F)(F)F (configuration not stated) | -8.2% | -4.3% | 0.9% | 22.6% | -8.3%
COc1ccc2[nH]c(C(=O)O)c(NS(=O)(=O)c3ccc(Cl)s3)c2c1 | -5.8% | 1.4% | 2.0% | -0.3% | 0.2%
CC(C)OC(=O)C1C2C=CC3(CN(CC4CCCO4)C(=O)C13)O2 (configuration not stated) | -2.6% | 21.1% | 0.2% | -7.2% | -2.6%
CC(C(=O)N1CCc2ccccc21)N(C)CC(=O)Nc1cccc(F)c1 (configuration not stated) | -5.9% | -3.3% | 1.6% | 4.1% | x
CC(C(=O)N1CCCC1)N1CCN(c2ccccc2O)CC1 (configuration not stated) | -3.0% | -3.7% | 0.6% | -3.3% | 5.1%
CN1C[C@@H]2[C@@H]3C(=O)N(Cc4ccccc4)C(=O)[C@@H]3[C@](C)(C1=O)N2C(=O)c1ccccc1 | x | -8.4% | 1.0% | x | x
CCOC(=O)C(=O)Cc1cccnn1 | x | 3.0% | 0.8% | x | x
COc1ccc(C(=O)NC2=NCCS2)cc1S(=O)(=O)N1CCCCC1C (configuration not stated) | -0.2% | 3.8% | 1.2% | 14.0% | 2.5%
Cc1ccc(NC(=O)CSc2nc3ccccc3c(=O)[nH]2)cc1[N+](=O)[O-] | 3.5% | 5.0% | 2.1% | -21.9% | x
COC(=O)c1ccc(-n2c(C)cc(C(=O)CCl)c2C)cc1 | u | 3.1% | 13.2% | u | 0.2%
CCC(C)(C)NC(=O)C(c1ccc(OC)cc1)N(C(=O)CCC(=O)Nc1cc(C)on1)C(C)(C)C (configuration not stated) | -2.7% | 5.8% | 0.8% | 36.7% | 6.3%
O=C(NCCCn1ccnc1)c1ccc(-c2cccc(Cl)c2Cl)o1 | u | 6.4% | 1.6% | 72.0% | x
CCOC(=O)C(C)Oc1ccc(=O)n(-c2ccccc2)n1 (configuration not stated) | -6.2% | -6.1% | i | -4.5% | -12.5%
COc1ccc(C[C@@H]2CN3C(=NC[C@@H]3C)N2C[C@H](C)NC(=O)CCC2CCCCC2)cc1 | 1.3% | -1.4% | 2.2% | 41.6% | 11.6%
Cn1c(=O)c(/C(N)=N/OC(=O)c2ccccc2)cn(-c2ccccc2)c1=O | -13.8% | 0.6% | 0.7% | -8.4% | 2.6%
COc1ccc(NCC(=O)Nc2cc(S(=O)(=O)N3CCOCC3)ccc2N2CCOCC2)c(OC)c1 | 5.5% | -14.9% | 1.1% | -7.5% | 1.8%
O=C1CN(C(=O)CNC(=O)c2ccccc2Cl)c2ccccc2N1 | -4.1% | 5.1% | 1.4% | 8.5% | 5.1%
COc1cc(C2C=C(c3cccs3)Nc3ncnn32)cc(OC)c1OC (configuration not stated) | x | -0.8% | 9.1% | x | x
COc1ccc(CCNC(=O)CCn2cccc2)cc1OC | -9.9% | 8.0% | 0.8% | -0.9% | 0.0%
O=C(Nc1nnc(-c2ccccc2)s1)c1cc(S(=O)(=O)N2CCOCC2)c(Cl)cc1Cl | -1.5% | -1.5% | 0.9% | 16.7% | -10.0%
CN1CCC(=O)N(CCSc2ccc(Br)cc2)CC1 | -0.7% | -3.9% | i | -14.4% | 1.4%
Cc1c(NC(=S)NC(=O)C(c2ccccc2)c2ccccc2)cccc1C(=O)O | -22.3% | 4.6% | i | 28.6% | 3.4%
COC(=O)C1(Cc2cc(-c3cccc(Br)c3)no2)CCN(C(=O)OC(C)(C)C)CC1 | 4.9% | 0.1% | i | 16.9% | -9.1%
CC(C)(C)c1cc(OC(=O)C2CCCC2)ccc1O | -1.0% | -2.7% | 1.7% | 56.0% | 6.9%
CCN(CCNC(=O)C1CCC(=O)N1Cc1ccc(C)cc1)c1ccccc1 (configuration not stated) | -2.3% | -8.8% | 5.3% | 8.0% | -4.5%
COc1ccccc1NC(=S)NCCSc1ccc(C)cc1 | 0.0% | 9.8% | i | u | -7.0%
Cc1c(C(=O)N2CCOCC2)sc(NC(=O)c2ccc([N+](=O)[O-])cc2)c1C#N | 3.4% | -7.7% | 4.1% | 9.6% | 2.8%
Cn1c2c(c(=O)n(C)c1=O)C(C(F)(F)F)(C(F)(F)F)N=C(C1CCCCC1)N2 | 1.7% | -8.2% | 9.6% | 11.1% | -4.3%
CN(C)CCCNc1nc(N)c([N+](=O)[O-])c(NCc2ccccc2)n1 | -1.1% | -2.6% | i | -18.0% | -6.2%
CCC(C)NC(=O)C1c2cc(OC)c(OC)cc2C(=O)N(C)C1c1cccs1 (configuration not stated) | 3.0% | -6.1% | 1.7% | -0.9% | -2.5%
COc1ccc(OC)c(NC(=O)COC(=O)CNC(=O)c2ccc(OC)c(OC)c2)c1 | -20.1% | -3.2% | 0.8% | 3.3% | 7.0%
COc1cccc(CSc2nc3cc4c(cc3cc2C)OCCO4)c1 | 16.3% | 0.4% | 1.1% | 25.1% | -1.3%
Cc1ccc(OC[C@H](O)[C@H](C)NC(C)C)c2c1CCC2 | 5.3% | 1.0% | 2.0% | 0.3% | 22.8%
Cc1ccc(CNC(=O)COC(=O)c2ccc(S(=O)(=O)N3CCCCCC3)cc2)cc1 | x | 2.6% | i | x | x
Cc1ccc(C)c(OCc2ccc(C(=O)N3N=C(C(F)F)CC3(O)C(F)F)o2)c1 (configuration not stated) | 6.1% | -11.1% | 3.2% | 18.7% | 1.1%
COc1ccc(CN(CCC(c2ccccc2)c2ccco2)C(=O)c2ccco2)cc1 (configuration not stated) | 12.7% | 0.4% | 9.4% | 30.9% | -0.5%
Cc1ccnn1CCC(=O)N1CCCC(CCC(=O)N2CCN(c3ccccn3)CC2)C1 (configuration not stated) | -3.9% | -4.7% | 2.6% | 32.1% | 0.7%
Cc1cccc(C(=O)NC(=S)Nc2ccc(S(=O)(=O)N(C)c3ccccc3)cc2)c1 | 10.5% | 8.0% | 5.7% | 37.4% | 17.1%
Cc1cc(C(=O)Nc2nnc(C3CCCCC3)s2)no1 | 2.1% | -2.0% | 3.6% | 34.3% | -9.5%
CCOC(=O)N1CCC(N(CCCOC)C(=O)Nc2cccc(OC)c2)CC1 | -8.0% | -0.6% | i | -7.0% | -16.9%
COc1ccc(C(F)(F)F)cc1N/C=C\c1nnnn1-c1ccccc1 | x | -2.1% | 7.2% | -1.8% | -6.0%
O=C(O)Cc1c(-c2ccccc2)c2cc(Br)ccc2[nH]c1=O | -2.4% | 9.4% | 1.0% | 3.5% | -2.3%
Cc1ccc(C(=O)OCc2ccc3c(c2)OCO3)cc1S(=O)(=O)N1CCCCC1 | -5.3% | 1.6% | i | 15.7% | -1.7%
Cc1cnc(NC(=O)Cc2ccc(S(=O)(=O)N3CCOCC3)s2)s1 | -12.7% | -16.5% | 0.1% | 5.6% | x
CCOC(=O)c1cn2nc(Oc3cccc(C(F)(F)F)c3)ccc2n1 | 3.6% | -12.1% | 0.2% | 12.8% | 2.5%
COc1ccc(N2CCN(C(=O)NC(=O)c3ccccc3)CC2)cc1 | -13.3% | 5.8% | 0.3% | -13.3% | -9.1%
COc1ccc(OC)c(-n2c(SC)nnc2-c2c[nH]c3ccccc23)c1 | -5.0% | -1.8% | 9.3% | 45.2% | 2.8%
O=C(CCN1CCCCC1)NCC1OCCc2ccccc21 (configuration not stated) | -7.0% | 21.0% | i | 5.0% | -0.9%
COc1ccc(/C=N/NC(=O)c2cc3cc(OC)c(OC)cc3[nH]2)cc1 | 3.0% | 3.7% | 3.9% | 26.9% | -12.0%

Next compounds follow.
SMILES | M. tuberculosis HTS | influenza NS1A | VEEV TC-83 Vero | tuberculosis growth | PhoP GFP inhibition | others
COc1ccc(CCn2nnnc2C(C(C)C)N2CCN(c3ncccn3)CC2)cc1OC (configuration not stated) | -7.9% | 3.0% | 8.0% | -6.6% | -10.1%
CCOc1ccc(/C=N/OCC(=O)Nc2ccc(OCc3ccccc3)cc2)cc1OC | -3.8% | 14.3% | 0.5% | 35.3% | 7.5%
Cc1ccc(NC(=O)c2cccc(OC(F)F)c2)c(OC(F)F)c1 | 0.3% | -5.4% | 0.7% | -2.5% | -3.1%
CC(=O)Oc1cccc(/C=C2\Sc3ccccc3C2=O)c1 | u | -14.4% | 7.8% | 48.5% | -3.5%
CNc1ncc(C(=O)c2ccc(F)cc2)s1 | 1.6% | -3.1% | 0.7% | 4.8% | -3.6%
CC(C)N1C(=O)C(O)(C2COC(C)(C)CC2=O)c2ccccc21 (configuration not stated) | -3.4% | -4.8% | 0.5% | 15.5% | 0.1%
CC(=O)c1ccc(OC(=O)COc2ccccc2)cc1 | -5.0% | 4.3% | i | 1.3% | 1.3%
CCCN(CC(=O)Nc1ccc(Cl)cc1Cl)C(=O)/C=C/c1cc(OC)ccc1OC | -8.2% | -11.2% | 6.5% | 34.0% | 5.5%
CCN(C(=O)c1c(OC)cccc1OC)c1nnc(-c2cccnc2)s1 | 2.9% | 2.0% | i | 14.1% | -6.4%
O=C(CSCc1ccccc1Cl)Nc1c[nH]c(=O)[nH]c1=O | 1.6% | -0.4% | 2.4% | -6.3% | -1.2%
Cc1ccc(/C=C/C(=O)NC(=S)Nc2ccccc2C(=O)NC2CCCCC2)cc1 | -7.4% | -13.9% | 0.7% | 0.7% | -4.2%
O=C1C(SCCO)=C(SCCO)C(=O)c2ccccc21 | 6.06µM* | 5.6% | i | u | 119.1%
COc1c2ccoc2nc2c(OC)c(O)ccc12 | -0.1% | -26.3% | i | 75.8% | -12.2%
CCCCn1c(=N)n(CC(O)COc2ccccc2)c2ccccc21 (configuration not stated) | -5.5% | 3.2% | i | 47.3% | 6.3%
O=C(O)COc1ccccc1/C=N/NC(=O)CSc1nc2ccccc2n1Cc1ccc(Cl)cc1 | 0.8% | -28.9% | 0.9% | 28.7% | 1.2%
Cc1ccccc1C(=O)NNC(=O)CSc1nc2ccccc2c(=O)[nH]1 | 7.5% | 11.6% | 2.2% | -11.0% | 11.1%
CCN(CC)CCN(C(=O)c1ccc2c(c1)OCCO2)c1nc2cc(C)cc(C)c2s1 | u | 5.0% | 6.6% | 60.9% | -7.4%
CC(Oc1ccc(Br)cc1)C(=O)N(C)CC(=O)Nc1ccc(N2CCOCC2)cc1 (configuration not stated) | -5.4% | -5.7% | 5.0% | -17.4% | -2.3%
COC(=O)c1c(C)n(-c2ccc(C)cc2)c2ccc(O)cc12 | 21.7% | -4.5% | 0.2% | 26.1% | 2.7%

Part of the list above in order of molar mass, low to high.
SMILES | M. tuberculosis HTS | influenza NS1A | VEEV TC-83 Vero | tuberculosis growth | PhoP GFP inhibition | others
COC(=O)c1c(C)n(-c2ccc(C)cc2)c2ccc(O)cc12 | 21.7% | -4.5% | 0.2% | 26.1% | 2.7%
CCCCn1c(=N)n(CC(O)COc2ccccc2)c2ccccc21 (configuration not stated) | -5.5% | 3.2% | i | 47.3% | 6.3%
Cc1ccccc1C(=O)NNC(=O)CSc1nc2ccccc2c(=O)[nH]1 | 7.5% | 11.6% | 2.2% | -11.0% | 11.1%

Screening data as filed in PubChem.
